Source: PubChem
KDM5B inhibitor: inhibitors of human KDM5B histone demethylase; Potency, µM (highest dose often 57.7 µM), inactives show at the top dose activity change, negative = inhibition, actives largely listed as inhibitors; KDM5B demethylase, FDH-coupled NADH fluorescence (FDH is formaldehyde dehydrogenase); Q9UGL1; 220,000 tested, 2.6% active; active means well fitted inhibition curve with a large enough effect; inconclusive means small, poorly fitted or top-dose-only effect; inactive means no such curve, though single readings can be large or run the other way; further: 0% is about no effect; nearly all actives have a fitted effect of over 70% in size
Target sequence (Q9UGL1 whole entry, looked up): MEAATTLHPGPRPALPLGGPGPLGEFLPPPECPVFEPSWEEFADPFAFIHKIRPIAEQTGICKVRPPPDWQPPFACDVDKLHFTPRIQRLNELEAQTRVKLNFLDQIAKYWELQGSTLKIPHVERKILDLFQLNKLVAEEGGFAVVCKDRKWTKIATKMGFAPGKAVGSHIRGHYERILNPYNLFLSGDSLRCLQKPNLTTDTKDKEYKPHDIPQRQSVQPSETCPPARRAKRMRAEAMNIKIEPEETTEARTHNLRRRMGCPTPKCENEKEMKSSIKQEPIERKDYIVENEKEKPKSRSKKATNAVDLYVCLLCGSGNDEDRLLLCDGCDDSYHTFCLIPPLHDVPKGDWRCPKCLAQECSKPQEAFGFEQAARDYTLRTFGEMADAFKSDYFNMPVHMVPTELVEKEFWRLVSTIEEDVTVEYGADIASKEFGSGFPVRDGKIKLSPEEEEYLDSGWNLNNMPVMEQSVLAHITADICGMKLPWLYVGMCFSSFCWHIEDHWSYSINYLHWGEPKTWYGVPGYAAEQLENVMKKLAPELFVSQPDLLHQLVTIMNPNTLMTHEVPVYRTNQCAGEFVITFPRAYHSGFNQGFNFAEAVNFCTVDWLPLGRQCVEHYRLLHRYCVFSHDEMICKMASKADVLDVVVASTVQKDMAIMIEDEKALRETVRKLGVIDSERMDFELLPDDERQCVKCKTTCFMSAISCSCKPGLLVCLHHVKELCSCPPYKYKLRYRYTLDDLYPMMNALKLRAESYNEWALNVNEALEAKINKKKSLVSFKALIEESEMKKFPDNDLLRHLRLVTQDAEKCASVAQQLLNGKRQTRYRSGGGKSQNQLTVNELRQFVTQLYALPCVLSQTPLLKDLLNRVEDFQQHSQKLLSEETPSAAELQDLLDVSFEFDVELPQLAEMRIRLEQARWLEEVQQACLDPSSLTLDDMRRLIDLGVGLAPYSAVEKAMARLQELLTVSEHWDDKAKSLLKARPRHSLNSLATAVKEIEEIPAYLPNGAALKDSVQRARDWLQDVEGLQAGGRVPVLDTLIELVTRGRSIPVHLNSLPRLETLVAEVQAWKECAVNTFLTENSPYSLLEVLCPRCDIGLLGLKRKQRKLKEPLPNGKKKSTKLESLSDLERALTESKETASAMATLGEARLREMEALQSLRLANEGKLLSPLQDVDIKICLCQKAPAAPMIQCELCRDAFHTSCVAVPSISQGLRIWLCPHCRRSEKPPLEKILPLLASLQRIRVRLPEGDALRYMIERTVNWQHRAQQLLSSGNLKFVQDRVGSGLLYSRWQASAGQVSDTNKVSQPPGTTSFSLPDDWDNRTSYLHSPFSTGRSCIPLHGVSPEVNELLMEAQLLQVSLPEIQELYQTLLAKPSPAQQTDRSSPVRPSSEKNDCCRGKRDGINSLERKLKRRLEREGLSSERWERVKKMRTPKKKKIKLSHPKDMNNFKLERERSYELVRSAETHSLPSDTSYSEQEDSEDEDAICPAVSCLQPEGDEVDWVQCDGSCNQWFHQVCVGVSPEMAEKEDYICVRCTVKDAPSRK
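KDM5BΔAP (200 nM final) in 50 mM HEPES pH 7.5, 0.01% Tween-20 was preincubated 10 min at RT with compound over a concentration range. Substrate mix (H3K4me3 12.5 µM, α-KG 25 µM, Fe²⁺, ascorbate, NAD⁺, FDH) was added, and NADH fluorescence change over 30 min gave dose-response curves.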
The depositor's hits bear a star; ? = inconclusive; & = joins results of further samples; [ ] = remark or other dose. Potency means the concentration at half of the fitted maximal effect.

Start of the listing, in advance (5 entries):
structure,KDM5B inhibitor
COc1cc(NC(=O)c2nc3nc(C)cc(C(F)F)n3n2)c(OC)cc1Cl,-8%
CS(=O)(=O)NC1CCCN(C(=O)c2cc(F)ccc2F)C1 (stereo not given),21%
O=C(NCC(c1ccccc1)c1ccccc1)c1nn(-c2ccccc2Cl)nc1CO,-1%&-9%
O=C(NCc1ccc(OCC(F)(F)F)cc1)c1cnc2ccccc2n1,6%
CCc1ccc(CNC(=O)Nc2ccc(N3CCOCC3)nc2)s1,?

The listing, previewed entries included:
structure,KDM5B inhibitor
COc1cc(NC(=O)c2nc3nc(C)cc(C(F)F)n3n2)c(OC)cc1Cl,-8%
CS(=O)(=O)NC1CCCN(C(=O)c2cc(F)ccc2F)C1 (stereo not given),21%
O=C(NCC(c1ccccc1)c1ccccc1)c1nn(-c2ccccc2Cl)nc1CO,-1%&-9%
O=C(NCc1ccc(OCC(F)(F)F)cc1)c1cnc2ccccc2n1,6%
CCc1ccc(CNC(=O)Nc2ccc(N3CCOCC3)nc2)s1,?
CC(=O)N1CCCN(C(=O)c2cnc3c(c2)N(Cc2ccccc2)CCC3)CC1,?
O=C(Nc1ccc(C(F)(F)F)cc1)N[C@@H]1C[C@H](CO)[C@@H](O)[C@H]1O,35%[86.2 µM]
O=C(N[C@@H]1CCC[C@@H]1C(=O)N1CCCCC1)c1ccncc1,-12%
COCc1cccc(-c2n[nH]c3c2CC(=O)N(CCc2ccncc2)C3)c1,-29%[86.2 µM]
COc1ccc(Cl)cc1NC(=O)NCC1CCN(Cc2ccccc2F)CC1,8%
CC(C)c1ccc(OCC(=O)Nc2ccc(C(=O)N(C)C)cc2)cc1,-3%
COc1cc(Cl)ccc1OCc1nnc(C(=O)N2CCC[C@@H]2c2nc3ccccc3[nH]2)n1-c1ccccc1,-10%
COc1ccc(C(=O)c2sc(Nc3ccc(Cl)cc3)c(C(N)=O)c2N)cc1,4%
CCOc1cc(C)c(S(=O)(=O)Nc2ccccc2OCC)cc1C,12%
Cc1cc(SCC(=O)NCC(=O)N(C)C)nc2c(C)cccc12,-6%
Cc1cc(C)cc(Oc2coc3cc(OC(=O)c4ccco4)ccc3c2=O)c1,-3%
Cc1cccc(CC(=O)Nc2ccc3nc(N4CCC(C)CC4)cc(C)c3c2)c1,?
CC/C=C(/C)C(=O)NCCc1cccs1,17%
COc1cc(OC)cc(C(=O)N2CCC3(CC2)NC(=O)N(c2cccc(F)c2)N3)c1,-23%
COc1ccc(OC)c(NC(=O)Nc2cccc(-c3ccc(N4CCCCC4)nn3)c2)c1,-5%
CC(=O)Cn1ncc(N2CCOCC2)c(Cl)c1=O,-23%
COc1ccc2c(c1)cc(C(=O)N[C@@H](Cc1ccccc1)C(=O)O)n2C,?
CCn1ncc(N2CCCC(CC(=O)NCc3ccc(OC)cc3)C2)cc1=O (stereo not given),-13%
COc1ccc(Nc2nc(C(=O)OCC(=O)c3ccccc3)cs2)cc1,17%
COc1cccc(C(=O)Oc2ccc(C3(c4ccc(OC(=O)c5cccc(OC)c5)cc4)OC(=O)c4ccccc43)cc2)c1,16%
COc1ccc(C2C3=C(CCCC3=O)OC3=C2C(=O)CCC3)cc1OC,21%
N#Cc1ccc(NC(=O)N2CCN(Cc3nc(-c4ccc(Cl)cc4)no3)CC2)cc1,-13%
O=C(Cc1cccnc1)N1CCC(N2C(=O)C(O)C23CCCCC3)CC1 (stereo not given),2%
COC(=O)c1c(-c2c(Cl)cccc2Cl)noc1C(=O)NNC(=O)N(C)C,9%
COCCCNC(=O)C1CCCN(S(=O)(=O)c2ccc3c(c2)oc(=O)n3C)C1 (stereo not given),8%
CCN(C(=O)Cn1nc(Cc2ccncc2)c2ccccc2c1=O)c1cc(Cl)ccc1OC,6%
Cc1ccc(CN2CCc3nn(Cc4ccccc4)c(=O)n3CC2)nc1,0%
COc1ccccc1N1CCN(C(=O)C[C@@H]2CCNC[C@@H]2Cc2cc(-c3ccc(C(C)(C)C)cc3)on2)CC1,4%
Cn1cc(C(C(=O)O)N2CCN(c3ncc(Br)cn3)CC2)c2ccc(C(=O)O)cc21 (stereo not given),?
CCc1ccc(NC(=O)CSc2ccc(-c3ccccn3)nn2)cc1,-1%&-19%
CCS(=O)(=O)CCSCCS(=O)(=O)CC,-5%
CCOc1ccc(NN=C(C(=O)OC)C(=O)OC)c([N+](=O)[O-])c1,27%
O=[S+]([O-])(c1ccccc1)N1CC2(CCCN2Cc2cccnc2)Cc2ccccc21 (stereo not given),?
Cc1noc(-c2cn(C3CCN(C(=O)C(C)Oc4ccc(Cl)cc4)CC3)nn2)n1 (stereo not given),-23%
CCc1n[nH]c(=S)n1/N=C/c1ccc(-c2ccc(Br)cc2)o1,-33%
Clc1ccc(-c2csc(-c3nc(-c4ccc(Br)s4)cs3)n2)cc1,-10%
CC(C)C1CN(C(=O)OC(C)(C)C)CCN1 (stereo not given),12%[345 µM]
COc1ccc(C)cc1NS(=O)(=O)c1cc2c3c(c1)CC(=O)N3CCC2,-14%
O=C(c1ccnnc1)N1CCC2(CCN(Cc3ccccn3)CC2)C(CO)C1 (stereo not given),?
COc1cccc(CNC(=O)Nc2cccn3nc(C)nc23)c1,12%
O=C(c1cccnc1)N1CCC2(CC1)OCCN(Cc1ccccc1)C2=O,1%[86.2 µM]
CN1C[C@H]2CN(Cc3c[nH]c4ccccc34)CCN2C1=O,-10%[115 µM]
Cc1cc(C(F)(F)F)nc2c(Cl)c(C(C)(C)C)nn12,21%
CC(Sc1nnc(Nc2ccccc2F)s1)C(=O)N(C)c1ccccc1 (stereo not given),12%
Cc1ccc(NC(=O)c2ccc3c(c2)N(C)C2CCCN2C3=O)cc1C (stereo not given),?
CCOCCSc1nc2c(c(=O)[nH]c(=O)n2C)n1Cc1ccccc1,-10%
CC(C)NC(=O)C1CN(Cc2ccccc2)C(=O)N1 (stereo not given),13%[86.2 µM]
Cc1ccc2[nH]c3c(=O)n(CC(=O)NC(C)C)ncc3c2c1,-29%
CC(C)c1nc(C2Cc3ccccc3N2C(=O)C2CC2)no1 (stereo not given),-8%
COCCOC1CCN(C(=O)COc2ccccc2)CC1,3%
CCc1nc(CN(C)C(=O)C2C3C(=O)N(c4ccc(F)cc4)C[C@@]34C=C[C@@H]2O4)no1 (stereo not given in full),11%

Later entries
structure,KDM5B inhibitor
COc1ccc(CNC(=O)c2ccc3c(c2)nc2n3CCCCC2)c(OC)c1,?
N#CC(C#N)=C(/C=C/c1ccc(OC(F)F)cc1)C1CC1,-11%
CCCCn1nc(C(=O)Nc2nc(C)cs2)c2ccccc2c1=O,-13%
Cn1cnc([S+](=O)([O-])NC2CCN(C(=O)N3CC4CC(C3)[C@H]3CCCC(=O)N3C4)CC2)c1 (stereo not given in full),-6%
CC(C)CCNC(=S)Nc1ccccc1,15%
Cc1ccccc1C(=O)Nc1nnc2n1CCS2,-27%
Cc1ccc(S(=O)(=O)N2CCC3(CC2)C(=O)N(CC(=O)NC(C)C)CN3c2ccccc2)cc1,-14%
CCOc1ccc(N(C(=O)c2ccc(S(=O)(=O)N3CCCC3)cc2)C2C=CS(=O)(=O)C2)cc1 (stereo not given),3%
Cc1ccc(-c2noc(-c3ccc(NCC4CCCO4)c([N+](=O)[O-])c3)n2)cc1 (stereo not given),-12%
CCC1=C(C(=O)OC)C(c2ccc(C)cc2C)N2C(CC(=O)N3CCC(C)CC3)=CSC2=N1 (stereo not given),?
CN(CC1CCN(CCc2cccc(F)c2)CC1)C(=O)c1cn2cccnc2n1,28µM*
COc1ccc(C(=O)Nc2ccc3oc(-c4ccncc4)nc3c2)cc1OC,5%
Cc1cc2c(cc1C)N(Cc1ccc(Cl)cc1)C1=NCCCN12,-11%
O=C(Nc1cccc2c1CCCC2)c1ccc(F)cc1,-7%
CCOc1ccc(Nc2nc3c(S(=O)(=O)c4ccc(CC)cc4)nnn3c3ccsc23)cc1,-2%
CC(C)(C)c1ccc(C(=O)N/N=C/CCc2ccccc2)cc1,-22%
COc1ccc(CNC(=O)C(=O)Nc2ccc(OC)cc2OC)cc1,-28%[11.5 µM]
O=C(CN1CCN(S(=O)(=O)N2CCCCCC2)CC1)Nc1ccc(Br)cc1,-12%
O=C(CN1C(=O)COc2ccc(Cl)cc21)Nc1ccc(N2CCOCC2)cc1,-3%
COCC(=O)N1N=C(c2ccc3c(c2)OCO3)CC1c1ccc2nccnc2c1 (stereo not given),13%
CCCN(C(=O)Cn1cnc2onc(-c3ccc(F)cc3)c2c1=O)c1cccc(Cl)c1,-21%
CC(C)(C)OC(=O)COC(=O)c1ccc2c(c1)NC(=O)CS2,0%
COc1cccc(CNC(=O)C2CCN(c3nc4ccccc4o3)CC2)c1,15%
CCCN(CC1CCOC1)C(=O)c1ccc(F)c(Cl)c1 (stereo not given),24%
CCOc1ccccc1-c1cc(C(=O)OC)c2ccccc2n1,?
CCCCCn1nc(C(=O)Oc2ccc(C(=O)CC)cc2)c2ccccc2c1=O,1%
O=C(c1ccccc1OC1CCN(C2Cc3ccccc3C2)CC1)N1CCCCC1,32%[activator]
O=C(CSc1nc2c([nH]c3ccccc32)c(=O)n1-c1ccccc1F)Nc1ccccc1C(F)(F)F,?
C=CCNc1ncnc2c1CCN(C(=O)c1ccccc1OCC)CC2,5%
COc1ccc(-c2noc(CCC(=O)Nc3ccc(C)cn3)n2)cc1OC,-8%
CCCCOc1ccccc1C(=O)Nc1nonc1-c1ccccc1,?
CNC(=O)C1CCN(CCc2ccncc2)CC1,9%
CCCCCn1c2c(c(=N)c3ccccc31)CCC2,?
COc1cccc(N2CCN(C(=O)c3cccc(-n4c(C)nc5cccnc54)c3)CC2)c1,8%
O=C(CN1C(=O)COc2ccc(S(=O)(=O)N3CCCC3)cc21)N1CCN(c2ccccc2)CC1,-12%
COc1ccc(CCNC(=O)CCn2c(=O)c3ccccc3n(CC(=O)Nc3ccccc3F)c2=O)cc1OC,-10%
CCCNC(=O)N1CCC(Cc2nc(-c3ccccc3)n[nH]2)C1 (stereo not given),7%
Cc1ccccc1Cn1c(NC2CCCC2)nc2c1c(=O)[nH]c(=O)n2C,11%
CCN(CC)C(=O)Cn1c(=O)cc(C)c2c(C)nn(-c3ccc(C)cc3)c21,-3%
Cc1ccc(CCCN2CCOc3ccc(C(=O)NCc4ccccc4F)cc3C2)o1,?
Cn1c(CNC(=O)c2cccc(C3CCNC3)c2)nc2ccccc21 (stereo not given),-3%
COc1ccc(NC(=O)c2cc3c(=O)n(Cc4cccs4)ccc3nc2C)cc1,?
CN1C(=O)Cc2cc(S(=O)(=O)N3CCN(c4ccc(Cl)cc4)CC3)ccc21,?
Cc1ccccc1[C@H]1C[C@@H](O)[C@@H](O)[C@@H]1NC(=O)c1nc2ccccc2s1,-30%[86.2 µM]
CCOC(=O)C1=C(CN2CCN(c3cccc(OC)c3)CC2)NC(=O)NC1c1ccc(OC)cc1 (stereo not given),-10%
O=C(COC(=O)Cc1ccc(F)cc1)NCc1ccc(Cl)cc1,5%
CCOc1ccc(-n2c(=O)c3c4c(sc3n(CC(=O)Nc3cccc(C(F)(F)F)c3)c2=O)CCCCC4)cc1,-3%
CC1CCN(C(=O)Cn2c(-c3cccs3)cc3cc(Cl)ccc32)CC1,?

A second format for 2 compounds above:
KDM5B inhibitor | molecule
-3% | Cn1c(CNC(=O)c2cccc(C3CCNC3)c2)nc2ccccc21 (stereo not given)
? | CC1CCN(C(=O)Cn2c(-c3cccs3)cc3cc(Cl)ccc32)CC1

More structures follow.
structure,KDM5B inhibitor
Cc1ccc(C(=O)N(Cc2ccco2)C2CC2)s1,1%
COCCN1C(=O)c2ccccc2C(C(=O)Nc2ccc(OC)c(Cl)c2)C12CCCC2 (stereo not given),15%
CO/N=C(/c1ccc(OC)cc1)c1ccc(OCC(C)C)cc1,32%[activator]
CC(C)(C)C(=O)N1CCN(c2ncnc3scc(-c4ccccc4)c23)CC1,-9%
COc1ccc(Cl)cc1NC(=O)N1CCN(c2nc3ccccc3n2Cc2ccccc2)CC1,0%
CCCCC(=O)Nc1nnc(SCc2cc(=O)n3cc(C)ccc3n2)s1,17%
O=[S+]1([O-])NCC2(CCN(Cc3ccccc3)CC2)Nc2ccccc21,-15%
CNC(=O)N1CCC(C2CCN(C(=O)c3ccc4ccccc4n3)C2)CC1 (stereo not given),-18%
O=C(c1ccccc1F)N1CCC2(C1)C(=NC1CCCCC1)NC(=O)N2c1cc(F)cc(F)c1 (stereo not given),-1%[115 µM]
CC(C)(O)CCc1ccc(C(=O)NCc2noc(-c3ccco3)n2)cc1,-16%
CCCn1c(=O)c2ccc(C(=O)NC(C)CC)cc2n2c(SCc3ccc(F)cc3)nnc12 (stereo not given),-14%
Cc1onc(-c2ccccc2Cl)c1C(=O)N1CCCC2(CNC(=O)O2)C1 (stereo not given),-5%
COc1ccc(C(=O)NC2CCN(c3cc(-c4ccc(F)cc4)[nH]n3)C2)c(C)c1 (stereo not given),?
CC(Sc1nnc(C(F)(F)F)n1C)C(=O)Nc1ccc(S(N)(=O)=O)cc1 (stereo not given),15%
Cn1ccnc1CN1C[C@@H](F)[C@@H](OCc2nc3ccccc3[nH]2)C1,-27%[86.2 µM]
Cn1c(=O)n(C)c2cc(N3CCOCC3)c(NC(=O)c3ccc(Cl)cc3)cc21,13%

An excerpt; the hit share may differ from the screen's.
